Compound activity (PubChem)
TAAR1 antag: human TAAR1 antagonists, primary screen, Fluo-8 calcium fluorescence, CHO RD-HGA16 cells | antagonist | Trace amine-associated receptor 1 (Homo sapiens), Q96RJ0 | 1.5% of 360,000 active | inhibition, % at 3 µM;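 active means inhibition above a per-plate cutoff, the mean inhibition of test compounds on that plate plus 3 SD, cut at about 49% in these data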;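 further: 0% = DMSO plus EC80 beta-PEA response and 100% = DMSO alone without agonist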
Target sequence (Q96RJ0 whole entry, looked up): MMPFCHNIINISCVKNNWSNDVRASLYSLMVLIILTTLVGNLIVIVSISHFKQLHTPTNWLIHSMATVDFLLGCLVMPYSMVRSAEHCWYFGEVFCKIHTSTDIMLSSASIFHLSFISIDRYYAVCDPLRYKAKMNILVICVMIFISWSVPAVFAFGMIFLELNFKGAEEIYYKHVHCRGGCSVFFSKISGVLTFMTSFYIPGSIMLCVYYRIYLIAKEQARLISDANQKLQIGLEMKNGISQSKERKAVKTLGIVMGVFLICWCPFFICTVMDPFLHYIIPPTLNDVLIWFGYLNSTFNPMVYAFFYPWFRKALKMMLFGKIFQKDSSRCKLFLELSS
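Assay system: RD-HGA16 CHO cells with stable hTAAR1 and Gα16 / Reagent: EC80 β-phenethylamine stimulus / Doses: 3 µM, single point / Timing: dye loading 75 min at 37 °C, then 30 min room temperature / Measured by: Fluo-8 intracellular calcium dye fluorescence, real-time kinetic reads / Controls: vehicle wells and EC80 agonist wells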
OXTR potentiator: human OXTR potentiators, primary screen, fluorescence, CHO-OTR cells, Fluo-8 calcium | Fluo-8 calcium fluorescence, potentiator mode; 0% = oxytocin EC15, 100% = EC100 | AID 2445, 2010 | 0.061% of 320,000 active | Oxytocin receptor (Homo sapiens), P30559 | activation, % at 3 µM;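 active means activation above that plate's cutoff, the mean activation of tested compounds plus 3 SD, cut at about 6.6% in these data, passing the limit was not always enough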;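 further: 100% uses oxytocin at 75 nM as the full agonist control; some results filed as inactive read as strong as hits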
Target sequence (P30559 whole entry, looked up): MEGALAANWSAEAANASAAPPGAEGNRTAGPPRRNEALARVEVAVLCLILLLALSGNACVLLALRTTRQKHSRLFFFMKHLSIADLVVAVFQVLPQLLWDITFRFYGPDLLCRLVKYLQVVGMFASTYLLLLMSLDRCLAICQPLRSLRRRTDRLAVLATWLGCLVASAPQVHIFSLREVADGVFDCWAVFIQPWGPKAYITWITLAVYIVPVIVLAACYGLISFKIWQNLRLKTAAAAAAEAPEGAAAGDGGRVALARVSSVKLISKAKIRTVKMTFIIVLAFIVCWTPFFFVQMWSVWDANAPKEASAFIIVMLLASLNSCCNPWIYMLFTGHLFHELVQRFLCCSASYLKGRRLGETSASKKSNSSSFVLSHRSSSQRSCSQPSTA
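System: human OTR in CHO cells; Also added: sub-maximal oxytocin, roughly EC15; Timing: compound 6 min at room temperature before oxytocin, 100 s read; Technique: Fluo-8 intracellular calcium fluorescence, ex 470-495, em 515-575 nm; Controls: oxytocin EC15 low and EC100 high; Replication: singlicate.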
CHO-K1 Ca ag: counter-screen for M1 agonists: effect in parental CHO-K1 cells; Fluo-8 calcium fluorescence; scaled to maximal ATP response, vehicle zero; activation, % at 3 µM; 0.48% of 360,000 active; AID 602248, 2012; in the data active means activation above about 15%;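 further: untransfected CHO-K1 host cells lacking M1 receptor as counterscreen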
V1aR counter: agonists of human V1a receptor, primary screen, counter-screen for OXTR agonist project, fluorescence, CHO-V1R cells. activation, % at 3 µM. Fluo-8 calcium fluorescence, agonist mode; 0% DMSO, 100% 3 nM vasopressin. AID 2797, 2010. 0.25% of 320,000 active;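 active means activation above the mean activation of all tested compounds plus 3 SD, per screening run, cut at about 20% in these data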;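 further: signal is peak over basal fluorescence ratio across a 100 second FLIPR read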
OXTR ag: human OXTR agonists, primary screen, fluorescence, CHO-OTR cells, Fluo-8 calcium | Oxytocin receptor (Homo sapiens), P30559 | activation, % at 3 µM | 0.32% of 320,000 active | Fluo-8 calcium fluorescence; normalized: DMSO 0%, oxytocin 100%;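 active means activation above the mean of all tested compounds plus 3 SD, cutoff set per screening run, cut at about 20% in these data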;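 further: peak over basal fluorescence ratio from a 100 s FLIPR kinetic read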
CHO-K1 Ca antag: counter-screen for M1 antagonists: effect in parental CHO-K1 cells; ATP-induced calcium, Fluo-8 fluorescence; inhibition, % at 3 µM; 0.6% of 360,000 active; AID 602250;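 active means inhibition above a per-plate cutoff, the plate's mean sample inhibition plus 3 SD, cut at about 24% in these data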;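 further: 0% = DMSO plus EC80 ATP and 100% = DMSO alone without ATP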
GPR7 antagonist: GPR7 receptor antagonists, primary screen, cell-based, fluorescence, single concentration. AID 1861, 2009. Neuropeptides B/W receptor type 1 (Homo sapiens), P48145. GPR7-expressing cells, fluorescence antagonist assay. 1.1% of 290,000 active. inhibition, % at 4.4 µM; in the data active means inhibition above about 16%, passing the limit was not always enough;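 further: cells stimulated with the agonist NPW; 0% = agonist with vehicle and 100% = vehicle without agonist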
Target sequence (P48145 whole entry, looked up): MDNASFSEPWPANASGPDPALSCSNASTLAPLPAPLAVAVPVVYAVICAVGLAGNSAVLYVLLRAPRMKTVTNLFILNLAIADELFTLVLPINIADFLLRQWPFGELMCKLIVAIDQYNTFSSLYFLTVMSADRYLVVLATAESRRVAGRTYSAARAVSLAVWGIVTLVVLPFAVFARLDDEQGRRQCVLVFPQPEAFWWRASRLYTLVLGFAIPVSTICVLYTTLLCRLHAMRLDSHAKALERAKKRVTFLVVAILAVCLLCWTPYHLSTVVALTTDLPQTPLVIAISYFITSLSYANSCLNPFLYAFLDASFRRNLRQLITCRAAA
CHO-K1 Ca PAM: nonselective calcium activators in parental CHO-K1 cells, primary screen, counter-screen for M1 PAM project, cell-based, Fluo-8 calcium fluorescence, full deck, 1536-well. ATP EC20; 0% at ATP EC20, 100% at ATP max. activation, % at 3 µM. 0.02% of 360,000 active;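 active means activation above the run cutoff, the mean activation of all test compounds plus 3 SD, cut at about 40% in these data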;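 further: peak over basal fluorescence ratio in a 140 s read after ATP addition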
CHO parental Ca: ATP-evoked calcium signal inhibitors, parental CHO, primary screen, counter-screen for OX1R antagonist project, cell-based, fluorescence, Fluo-8 calcium dye; parental CHO-K1, ATP-induced calcium, Fluo-8 fluorescence; 0.63% of 330,000 active; AID 463079, 2010; inhibition, % at 5.6 µM;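 active means inhibition above that plate's mean sample inhibition plus 3 SD, cut at about 26% in these data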;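 further: 0% = ATP-challenged DMSO wells and 100% = DMSO wells without ATP; some compounds past the cut are filed as inactive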
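Test system: untransfected parental CHO cell line; also added: ATP stimulus; dosing: 5.6 µM, single dose; signal: calcium-sensitive Fluo-8 fluorescence; measure: percent inhibition of ATP-evoked calcium rise, normalized to controls; benchmarks: low control ATP plus DMSO, high control DMSO only; replication: one well per compound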
The depositor's hits bear a star; . = not tested or not shown.

| SMILES | TAAR1 antag | OXTR potentiator | CHO-K1 Ca ag | V1aR counter | OXTR ag | CHO-K1 Ca antag | GPR7 antagonist | CHO-K1 Ca PAM | CHO parental Ca |
| --- | --- | --- | --- | --- | --- | --- | --- | --- | --- |
| COc1ccc(C(CNC(=O)COc2ccccc2-c2ccccc2)N2CCOCC2)cc1 (stereo unspecified) | -2.9 | -21.3 | 2.3 | -0.3 | -2.0 | -13.2 | 7.7 | 22.1 | -25.2 |
| COc1ccc(-c2cc3c(=O)n(CC(=O)NCCCN4CCN(Cc5ccccc5)CC4)ncn3n2)cc1 | -7.8 | -10.3 | 12.7 | 10.2 | 6.8 | 6.3 | 5.3 | 11.1 | 24.8 |
| O=C(Nc1ccccc1F)C1COc2ccccc2O1 (stereo unspecified) | 1.4 | 5.8 | -0.1 | 0.1 | -2.4 | 1.6 | -0.6 | 5.1 | -7.6 |
| Cc1noc(C)c1COC(=O)c1ccccc1Sc1ccccc1C#N | 15.7 | -18.0 | 2.3 | 2.0 | 1.2 | -10.6 | 0.3 | -16.2 | -1.7 |
| CCCCOC(=O)C1=C(N)N2C(=O)C(C)SC2=C(C(=O)OCC)C1c1ccc(O)c(OC)c1 (stereo unspecified) | -31.2 | -13.6 | -0.2 | -0.5 | -2.5 | -11.7 | -8.6 | 4.3 | -27.7 |
| Cc1cc(OC(=O)c2cccc(F)c2)c([N+](=O)[O-])c(=O)[nH]1 | -12.4 | -1.9 | 1.3 | 1.1 | 0.4 | -15.3 | 0.3 | 3.5 | -1.1 |
| O=C(OCC(=O)N1CCN(C(=O)c2ccco2)CC1)c1cc(-c2ccco2)nc2ccccc12 | . | -2.6 | 0.2 | -0.7 | -1.4 | -4.3 | 0.9 | -4.1 | -14.1 |
| N#Cc1c(NC(=O)Cn2nc(C(F)(F)F)c3c2CCCC3)sc2c1CCC2 | -2.2 | -4.6 | 0.4 | -0.2 | 0.9 | -5.7 | -9.6 | 6.8 | -1.2 |
| O=C(NCc1cccs1)Nc1ccc2c(c1)OCO2 | -6.0 | -12.2 | 0.8 | -0.7 | -0.1 | -4.7 | 7.9 | 13.6 | -8.4 |
| Cc1cc(C)n(C(=O)c2ccc(C)c(S(=O)(=O)N3CCCC3)c2)n1 | -20.0 | -2.9 | 0.1 | -0.6 | -0.3 | -2.6 | -5.8 | 4.3 | 3.6 |
| Cc1cc(C)cc(NC(=O)c2cccc(NC(=O)C3C4CC5OC(=O)C3C5C4)c2)c1 (stereo unspecified) | . | -3.8 | -0.1 | 0.4 | -0.1 | 5.4 | 5.6 | -8.9 | -20.3 |
| COc1ccc(N(CC(=O)Nc2ccc(OC)c(Cl)c2)S(=O)(=O)c2c(C)noc2C)cc1 | 19.7 | -8.0 | 2.9 | 5.2 | 2.3 | -4.7 | -13.6 | 16.1 | 7.2 |
| COc1ccccc1-c1nc(SCC(=O)N2CCOCC2)n[nH]1 | -7.3 | -8.0 | 1.2 | 0.3 | 0.6 | -14.7 | -7.2 | 21.4 | 0.1 |
| CC(C)(C)Cc1nnc(NC(=O)Cc2ccc([N+](=O)[O-])cc2)s1 | 5.5 | -9.2 | 1.5 | 9.5 | 8.8 | 12.4 | -5.5 | -4.4 | -4.8 |
| COc1ccc(NC(=O)NCc2ccc3c(c2)OCO3)c(OC)c1 | -13.7 | -4.8 | 0.6 | -0.1 | -0.7 | -8.8 | -3.7 | 9.1 | -1.0 |
| O=C(Cc1ccc([N+](=O)[O-])cc1)Nc1ccon1 | -4.1 | -6.0 | -0.2 | 0.4 | -0.6 | -2.7 | -11.9 | 1.2 | -0.9 |
| COc1ccc(CSc2nnnn2C)cc1[N+](=O)[O-] | 4.7 | -9.9 | 3.8 | -0.3 | 0.4 | 3.9 | -0.5 | -14.1 | 6.6 |
| COC(=O)c1ccc(NC(=O)CN2CCC(NC(=O)c3ccccc3F)CC2)cc1 | 3.5 | . | 4.2 | . | . | 4.4 | . | 8.5 | . |
| Cc1cccc(NC(=O)CCc2nc3sc4c(c3c(=O)[nH]2)CCCC4)c1 | 11.3 | -5.7 | 0.6 | 2.9 | 1.8 | -5.9 | . | 18.7 | -7.2 |
| Cc1ccc(C(C)NC(=S)NCc2ccc(F)cc2)cc1C (stereo unspecified) | -15.0 | -11.4 | 7.1 | 6.1 | 2.8 | -7.9 | -0.5 | -1.6 | -1.1 |
| Cc1nn(-c2ccccc2)c(C)c1NS(=O)(=O)c1ccccc1 | 3.6 | -8.5 | -0.1 | -0.8 | -1.7 | -6.2 | -11.4 | -0.6 | -10.2 |
| CCOC(=O)C1(CC2CC2)CCN(S(=O)(=O)/C=C/c2ccccc2)CC1 | 23.1 | -12.9 | 2.1 | -1.2 | -2.0 | -18.5 | 3.9 | 9.5 | 5.7 |
| Cc1ccccc1NC1=C(Cl)C(=O)OC1OC(=O)c1ccco1 (stereo unspecified) | 9.8 | -0.7 | 1.4 | -0.3 | -0.2 | -10.6 | -4.1 | -3.1 | -3.5 |
| COc1ccc(-c2nnc(SCC(=O)Nc3nc4ccccc4s3)n2C)cc1 | 6.8 | . | 0.2 | . | . | -9.2 | -1.5 | 19.7 | . |
| CCn1cc(C(=O)NCCCOC)c(=O)c2cc(S(=O)(=O)N3CCC(C)CC3)ccc21 | -3.3 | -2.3 | 1.1 | 1.6 | -0.3 | -15.1 | 0.8 | 12.5 | -21.9 |

Whole records, looked up by structure. Values in the order: TAAR1 antag, OXTR potentiator, CHO-K1 Ca ag, V1aR counter, OXTR ag, CHO-K1 Ca antag, GPR7 antagonist, CHO-K1 Ca PAM, CHO parental Ca
COc1ccccc1-c1nc(SCC(=O)N2CCOCC2)n[nH]1 is entered as -7.3, -8.0, 1.2, 0.3, 0.6, -14.7, -7.2, 21.4, 0.1
O=C(Nc1ccccc1F)C1COc2ccccc2O1 (stereo unspecified) is entered as 1.4, 5.8, -0.1, 0.1, -2.4, 1.6, -0.6, 5.1, -7.6

(cont.)
Every second line gives: TAAR1 antag	OXTR potentiator	CHO-K1 Ca ag	V1aR counter	OXTR ag	CHO-K1 Ca antag	GPR7 antagonist	CHO-K1 Ca PAM	CHO parental Ca
- C=C(C)C(=O)N1CC2(CC(c3cccc(NC(=O)c4ccccc4)c3)=NO2)C[C@@H]1C(N)=O (stereo partly specified)
 : -0.3	-10.6	0.7	0.1	0.0	-15.5	-4.8	18.1	1.2
- O=[N+]([O-])c1ccc(Nc2ccccn2)c([N+](=O)[O-])c1
 : -5.9	-15.6	0.2	-0.7	-1.5	7.9	-7.6	-15.1	-2.3
- Cc1ccc(NC(=O)CNC(=O)c2ccccc2F)cc1Cl
 : 6.1	-3.6	0.6	1.4	0.6	-9.8	0.6	14.8	1.9
- CC(C)Oc1ccc(CNC(=O)CCC(=O)N2CCSc3ccccc32)cc1
 : -8.8	-3.8	3.6	1.4	0.7	-1.0	-4.2	11.4	-10.8
- c1ccc(Cc2nnc3sc(-c4cccs4)nn23)cc1
 : 1.9	-2.3	-0.1	0.7	-0.8	18.0	-7.2	-11.1	-15.4
- Cc1cc(SCC(=O)Nc2ncc(Cl)cc2Cl)nc2ccccc12
 : 1.1	-8.3	2.1	1.9	1.6	-4.8	1.0	18.0	-20.9
- CC(C)CC(=O)NC(=S)NCCc1ccccc1
 : 0.8	2.9	0.3	-1.1	-2.3	-1.3	3.0	2.8	-11.2
- COc1cc(C2NC(=S)NC(C)=C2C(=O)c2ccccc2)ccc1O (stereo unspecified)
 : -2.1	-2.9	0.0	-0.4	-1.6	1.5	-3.6	14.4	-8.6
- CCCCn1c(-c2nn(C)cc2Cl)n[nH]c1=S
 : -14.3	-6.1	0.5	-0.3	-0.2	-13.2	9.6	23.9	9.1
- CCOC(=O)c1[nH]c(COC(=O)CCOc2ccccc2OC)c(C(=O)OCC)c1C
 : -6.1	-1.4	1.4	-0.6	-1.0	-3.4	-10.9	17.0	-23.0
- CCOC(=O)C1CCN(S(=O)(=O)c2cccc(-c3cn4cc(C)ccc4n3)c2)CC1
 : 39.9	-19.4	5.5	5.7	6.1	-0.9	-0.7	2.6	-13.5
- Cc1ccccc1C(=O)c1c[nH]c(C(=O)NCC2CCCO2)c1 (stereo unspecified)
 : -29.2	-2.0	0.3	0.4	0.8	6.5	2.5	-6.1	-4.4
- O=C(CCC1CCCN(C(=O)c2ccsc2)C1)NCc1ccc(F)c(F)c1 (stereo unspecified)
 : -0.8	-9.7	0.1	0.4	0.9	-12.0	-18.1	20.6	-16.8
- O=C(Cc1ccc2c(c1)OCCO2)c1c(O)cc(O)cc1O
 : 19.3	-3.2	4.9	0.8	1.7	-17.1	-9.1	8.2	1.2
- COC(=O)C1=C(C)NC(C)=C(C(=O)OC)C1C(=O)OCC(=O)c1ccc(Br)cc1
 : -6.4	-4.6	0.1	-0.7	-1.7	-7.0	.	-6.5	-19.4
- COc1ccc(/C(N)=N/OC(=O)C2CCC(=O)N2S(=O)(=O)c2ccc(C)cc2)cc1OC (stereo unspecified)
 : -17.6	-7.6	0.2	1.8	0.9	4.4	-14.2	-9.8	-13.2

Quoted from the listing.
Cc1ccc(C(C)NC(=S)NCc2ccc(F)cc2)cc1C (stereo unspecified) in TAAR1 antag is listed with -15.0
C=C(C)C(=O)N1CC2(CC(c3cccc(NC(=O)c4ccccc4)c3)=NO2)C[C@@H]1C(N)=O (stereo partly specified) in TAAR1 antag is listed with -0.3
Cc1cc(C)n(C(=O)c2ccc(C)c(S(=O)(=O)N3CCCC3)c2)n1 in CHO-K1 Ca antag is listed with -2.6
COc1ccc(-c2nnc(SCC(=O)Nc3nc4ccccc4s3)n2C)cc1 in CHO-K1 Ca antag is listed with -9.2
CC(C)Oc1ccc(CNC(=O)CCC(=O)N2CCSc3ccccc32)cc1 in OXTR ag is listed with 0.7
COc1ccc(N(CC(=O)Nc2ccc(OC)c(Cl)c2)S(=O)(=O)c2c(C)noc2C)cc1 in OXTR potentiator is listed with -8.0
O=C(CCC1CCCN(C(=O)c2ccsc2)C1)NCc1ccc(F)c(F)c1 (stereo unspecified) in OXTR ag is listed with 0.9

Compounds as they come; 3.5% or so of the library scored in one or more.
